Compound activity deposited in PubChem BioAssay by The Scripps Research Institute Molecular Screening Center.
LEDGF integ inh: blockers of LEDGF/p75-dependent integrase strand transfer – biochemical, TR-FRET, high throughput, primary screen; HIV-1 integrase (with human LEDGF/p75); TR-FRET IN-LEDGF/p75 DNA integration, Eu/Cy5; inhibition, % at 3.7 µM; 0.64% of 370,000 active; AID 743269, 2014;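 active means inhibition above the screen-wide mean plus 3 SD, cut at about 13% in these data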;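 further: signal is the Cy5 over europium emission ratio at 671 and 618 nm; 0% = plate median of compound wells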
ARFGAP1 inhibitor: inhibitors of rat ARFGAP1 GAP activity, primary screen, biochemical, fluorescence polarization, GDP tracer | ADP-ribosylation factor GTPase-activating protein 1 (Rattus norvegicus), Q62848 | Arfgap1-stimulated ARF1 GTP hydrolysis, GDP FP detection | inhibition, % at 16.5 µM | 0.26% of 360,000 active | AID 651572, 2012;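 active means inhibition above a per-plate limit, mean inhibition of low control wells plus 3 SD, cut at about 25% in these data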;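 further: 0% = DMSO wells with enzyme and 100% = wells lacking Arfgap1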
Target sequence (Q62848 1-136 limits assumed): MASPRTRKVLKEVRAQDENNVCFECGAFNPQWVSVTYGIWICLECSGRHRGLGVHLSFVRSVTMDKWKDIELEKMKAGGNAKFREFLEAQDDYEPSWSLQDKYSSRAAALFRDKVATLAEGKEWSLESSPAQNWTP
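Replicates: Single well per compound | Assay system: Truncated rat Arfgap1 GAP domain | Control set: No-Arfgap1 wells (100%) versus DMSO full-reaction wells (0%) | Times: Enzyme reaction 120 min at 25 °C after 20 min preincubation | Reagent: Human ARF1(Δ1-17)-GTP substrate | Measured by: Tracer-displacement fluorescence polarization with EDTA stop, 620/688 nm | Measure: Percent inhibition of Arfgap1-stimulated GTP hydrolysis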
Tn7 DDE FP: inhibitors of Tn7 peptide binding to fibrin DD(E), primary screen, biochemical, fluorescence polarization, human fibrin, Tn7 probe; Fibrinogen beta chain (Homo sapiens), P02675; FP displacement of FITC-Tn7 peptide from fibrin DD(E); 0% = median of compound wells per plate; 0.13% of 370,000 active; AID 720508, 2013; inhibition, % at 8.3 µM;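 active means inhibition above the mean of compounds falling within the control limits plus 3 SD of them, cut at about 14% in these data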;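 further: 0% = plate median of compound wells and 100% = 10 µM Aha-Tn7 peptide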
Target sequence (P02675 whole entry, looked up): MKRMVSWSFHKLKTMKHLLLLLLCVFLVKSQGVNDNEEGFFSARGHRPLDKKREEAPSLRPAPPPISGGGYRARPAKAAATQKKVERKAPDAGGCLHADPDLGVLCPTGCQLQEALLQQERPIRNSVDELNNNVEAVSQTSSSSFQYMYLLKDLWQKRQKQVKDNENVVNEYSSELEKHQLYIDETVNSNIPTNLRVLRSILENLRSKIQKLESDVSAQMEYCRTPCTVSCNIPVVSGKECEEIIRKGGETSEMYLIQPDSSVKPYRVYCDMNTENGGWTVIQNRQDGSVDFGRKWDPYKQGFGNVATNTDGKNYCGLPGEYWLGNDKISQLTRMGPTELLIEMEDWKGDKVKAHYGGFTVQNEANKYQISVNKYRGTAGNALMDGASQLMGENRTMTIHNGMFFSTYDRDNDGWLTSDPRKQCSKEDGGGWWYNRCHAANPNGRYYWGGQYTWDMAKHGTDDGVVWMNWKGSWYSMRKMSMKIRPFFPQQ
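assay system = human clot-derived fibrin DD(E) complex | quantity = Fibrin-DD(E) at 2 µM final | timing = 10 min preincubation, 3 h with tracer, room temperature | signal = fluorescence polarization | measure = percent inhibition | benchmarks = high control wells with 10 µM unlabelled Aha-Tn7 peptide (full inhibition) | replicates = singlicate testing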
ADAM17 inh: ADAM17 inhibitors, primary screen, biochemical, QFRET | Disintegrin and metalloproteinase domain-containing protein 17 (Homo sapiens), P78536 | AID 720648, 2013 | 0.83% of 370,000 active | inhibition, % at 6.95 µM | recombinant ADAM17, EDANS/DABCYL FRET peptide cleavage;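 active means inhibition above the mean of compounds lying between control limits plus 3 SD, set per campaign, cut at about 8.5% in these data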;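 further: 0% = DMSO-only wells as the low control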
DDE Tn6 FP inh: inhibitors of Tn6 peptide binding to fibrin DD(E), primary screen, biochemical, fluorescence polarization, human fibrin, Tn6 probe; inhibition, % at 8.3 µM; 0.21% of 370,000 active; AID 720509, 2013; Fibrinogen beta chain (Homo sapiens), P02675; Fibrin DD(E) TRITC-Tn6 fluorescence polarization displacement;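 active means inhibition above a per-campaign cutoff: mean of compounds within control limits plus 3 SD, cut at about 15% in these data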;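 further: 0% = median of all compound wells on the plate and 100% = blocking peptide control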
KLK7 zymogen act: proKLK7 zymogen activators, primary screen, biochemical, fluorescence intensity; purified proKLK7, EDANS-DABCYL substrate fluorescence; 100% is mature enzyme control, 0% vehicle; activation, % at 7 µM; 0.9% of 370,000 active;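 active means activation above the mean of all tested compounds plus 3 SD, computed per campaign excluding outliers beyond control limits, cut at about 13% in these data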
Target sequence (P49862 whole entry, looked up): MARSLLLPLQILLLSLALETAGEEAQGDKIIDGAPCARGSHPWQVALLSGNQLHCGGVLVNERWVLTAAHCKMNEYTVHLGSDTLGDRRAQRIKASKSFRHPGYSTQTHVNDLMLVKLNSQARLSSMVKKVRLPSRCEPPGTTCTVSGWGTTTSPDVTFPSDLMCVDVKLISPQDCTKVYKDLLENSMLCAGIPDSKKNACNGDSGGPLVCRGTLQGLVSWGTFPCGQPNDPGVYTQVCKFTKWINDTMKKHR
PLC-gamma1 inh: PLC-gamma1 enzyme inhibitors, primary screen, biochemical, fluorescence, purified enzyme; 1-phosphatidylinositol 4,5-bisphosphate phosphodiesterase gamma-1 (Homo sapiens), P19174; fluorogenic substrate; inhibition, % at 12.2 µM; 0.84% of 370,000 active; AID 720700, 2013; in the data active means inhibition above about 9.5%
ASAP1 inh: inhibitors of human ASAP1 ArfGAP activity, primary screen, biochemical, fluorescence polarization; Arf-GAP with SH3 domain, ANK repeat and PH domain-containing protein 1 (Homo sapiens), …; 0.19% of 360,000 active; inhibition, % at 16.5 µM; AID 624377, 2012; ASAP1-stimulated ARF1 GTP hydrolysis, GDP FP detection; in the data active means inhibition above about 25%;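 further: 0% = vehicle with enzyme and substrate and 100% = no enzyme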
TDP2 inh: human TDP2 enzyme inhibitors, primary screen, biochemical, epi absorbance, recombinant enzyme. Tyrosyl-DNA phosphodiesterase 2 (Homo sapiens), O95551. T5PNP hydrolysis, p-nitrophenol absorbance 415 nm. inhibition, % at 12.8 µM. 0.34% of 370,000 active. AID 720702, 2013;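 active means inhibition above the mean of all tested compounds plus 3 SD, set per campaign, cut at about 25% in these data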;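 further: 0% = DMSO with enzyme and 100% = buffer with substrate but no TDP2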
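Material: recombinant human TDP2; quantity: TDP2 enzyme at 120 nM final; medium: Tris-HCl pH 7.5 with MgCl2; compound: single concentration, 12.8 µM nominal, with 1% DMSO; incubation: 2 h enzyme incubation at 37 °C; signal: epi absorbance; measure: percent inhibition; benchmarks: high control without enzyme, low control DMSO plus TDP2; repeats: singlicate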
ADAM10 inh: human ADAM10 inhibitors, primary screen, biochemical, QFRET, HTS. recombinant ADAM10, EDANS/DABCYL FRET peptide cleavage, 3 h. 0.62% of 370,000 active. AID 720582, 2013. inhibition, % at 7 µM;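 active means inhibition above a per-campaign cutoff equal to the mean of compounds falling between control-based bounds plus 3 SD, cut at about 20% in these data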;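 further: 0% = DMSO wells while the 100% control is not disclosed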
Starred values were filed as active, the others as inactive; · = not tested or not shown; & = joins results of further samples.

SMILES	LEDGF integ inh	ARFGAP1 inhibitor	Tn7 DDE FP	ADAM17 inh	DDE Tn6 FP inh	KLK7 zymogen act	PLC-gamma1 inh	ASAP1 inh	TDP2 inh	ADAM10 inh
CCN(CC)S(=O)(=O)c1cc(C)ccc1NC(=S)Nc1cccnc1	8	7	0	2	-1	0.2	3	-11	-1	2
c1ccc(C2=Nc3c(ccc4ccccc34)C(c3ccncc3)=NN2)cc1	-2	2	3	-1	8	0.8	0	11	6	-5
Cn1c(=O)c2c(nc(SCC(=O)NC34CC5CC(CC(C5)C3)C4)n2C)n(C)c1=O	0	-2	5	-2	6	0.3	-2	4	10	8
CCCCN(C)CCNC(=O)c1cc(-c2cccnc2)nc2ccc(S(=O)(=O)N3CCC(C)CC3)cc12	5	-3	-3	1	2	-0.3	-6	-10	3	-5
O=C(NCc1ccco1)C1CCN(c2ccc(S(=O)(=O)N3CCOCC3)cc2[N+](=O)[O-])CC1	-1	-3	10	-1	3	0.3	1	2	3	2
Cc1ccc(S(=O)(=O)NC(=O)C2(C)CCN2C(=O)C2CC2)cc1 (configuration not stated)	-5	8	7	-1	-4	-0.1	-3	-14	-2	-3
O=C(CCS(=O)(=O)c1ccccc1)N1CCN(c2ccccc2)CC1	-1	4	-9	3	4	-0.2	1	2	4	-7
CN1CCN(C(=O)c2cc3sc4ccccc4c3s2)CC1	-3	-2	6	-10	4	-0.3	-9	3	-6	-16
O=[N+]([O-])c1cc2c(c(CSc3nnc(Nc4ccccc4)s3)c1)OCOC2	3	-5	2	-1	2	0.9	4	-6	-1	3
C/C(=N\NC(=O)c1nnn(-c2nonc2N)c1CN(C)c1ccccc1)c1ccc(O)cc1	2	7	-4	1	9	0.1	4	7	5	12

A section from the list above, as a working copy:
SMILES	LEDGF integ inh	ARFGAP1 inhibitor	Tn7 DDE FP	ADAM17 inh	DDE Tn6 FP inh	KLK7 zymogen act	PLC-gamma1 inh	ASAP1 inh	TDP2 inh	ADAM10 inh
c1ccc(C2=Nc3c(ccc4ccccc34)C(c3ccncc3)=NN2)cc1	-2	2	3	-1	8	0.8	0	11	6	-5
Cn1c(=O)c2c(nc(SCC(=O)NC34CC5CC(CC(C5)C3)C4)n2C)n(C)c1=O	0	-2	5	-2	6	0.3	-2	4	10	8
CCCCN(C)CCNC(=O)c1cc(-c2cccnc2)nc2ccc(S(=O)(=O)N3CCC(C)CC3)cc12	5	-3	-3	1	2	-0.3	-6	-10	3	-5
O=C(NCc1ccco1)C1CCN(c2ccc(S(=O)(=O)N3CCOCC3)cc2[N+](=O)[O-])CC1	-1	-3	10	-1	3	0.3	1	2	3	2
Cc1ccc(S(=O)(=O)NC(=O)C2(C)CCN2C(=O)C2CC2)cc1 (configuration not stated)	-5	8	7	-1	-4	-0.1	-3	-14	-2	-3
O=C(CCS(=O)(=O)c1ccccc1)N1CCN(c2ccccc2)CC1	-1	4	-9	3	4	-0.2	1	2	4	-7
CN1CCN(C(=O)c2cc3sc4ccccc4c3s2)CC1	-3	-2	6	-10	4	-0.3	-9	3	-6	-16
O=[N+]([O-])c1cc2c(c(CSc3nnc(Nc4ccccc4)s3)c1)OCOC2	3	-5	2	-1	2	0.9	4	-6	-1	3

Next section:
SMILES	LEDGF integ inh	ARFGAP1 inhibitor	Tn7 DDE FP	ADAM17 inh	DDE Tn6 FP inh	KLK7 zymogen act	PLC-gamma1 inh	ASAP1 inh	TDP2 inh	ADAM10 inh
CCCCn1nnc(NC(=O)COc2ccc(Cl)c(C)c2)n1	-1	6	-3	-1	2	0.4	-1	0	-2	3
CCn1cc(C(c2ccccc2)C(C(C)=O)[N+](=O)[O-])c2ccccc21 (configuration not stated)	1	5	3	1	-2	0.7	-1	3	-16	11
C(#Cc1ccccc1)CN1CCN(c2ccccn2)CC1	-3&-1	9&1	-7&3	-1&1	-7&2	0.3&0.2	-2&2	1&-14	5&-5	-5&4
CCOC(=O)c1cc(-c2ccccc2C)nn1CC1CC(c2cccnc2)=NO1 (configuration not stated)	0	-2	0	-1	6	0.3	4	2	13	11
COCC(=O)n1nc(-c2ccccc2)nc1NCc1ccc(F)cc1	1	-2	-5	-5	-2	0.2	-2	0	-9	-9
CCc1ccc(C(C#N)=CC=Cc2ccccc2)cc1	-2	3	5	-17	2	-0.1	-24	-7	-4	-68
CSc1ncccc1C(=O)OCc1ccccc1Cl	2	1	-2	1	-8	0.4	0	12	7	3
NC(=O)[C@@H]1CCCNc2c(I)cc([N+](=O)[O-])cc2C(=O)N[C@@H](Cc2ccccc2)C(=O)N[C@@H](Cc2cnc[nH]2)C(=O)N1	-3	1	-4	0	-8	-0.1	-2	-8	5	0
CN1CCN(CC(=O)Nc2ccc(S(=O)(=O)N(C)C)cc2)CC1	8	-3	-4	4	-5	-0.1	3	9	33*	-1
Cc1cccn2cc(CNC(=O)C3CCCCC3)nc12	-2	10	0	-2	7	-0.4	0	3	0	-6
CCn1c(NC(=O)c2cccs2)nc2ccccc21	7	10	-9	1	4	-0.5	-16	-16	3	-6
Cc1ccccc1Cn1c(=O)n(C)c(=O)c2sccc21	4	15	-2	-3	-10	-0.3	3	-4	-18	2
COc1ccc(OC)c(NC(=O)CCNC(=O)N2CC(=O)Nc3ccccc32)c1	-1	-11	5	-4	4	0.1	-1	-3	8	-11
Cc1ccc2c(c1)C1NC(=S)NC(C)(O2)C1C(=O)Nc1ccc(Cl)cc1 (configuration not stated)	2	10	-9	3	2	-0.4	7	-6	-9	1
COCCNC(=O)c1ccc(N2CCC3(CC2)OCCO3)c([N+](=O)[O-])c1	1	-7	6	-4	-2	-0.3	0	3	5	-8
CSCCNC(=O)C1(C)CCN1C(=O)c1ccc(C(C)(C)C)cc1 (configuration not stated)	2	-7	-6	0	3	0.3	-2	-2	5	-1
Cc1cc(C)n2c(nc3ccccc32)c1C(=O)NCc1ccccc1	-7	-1	-4	-104	0	-4.7	-411	-7	-19	-295
CCN1Cc2cc(OC)ccc2-c2ccccc2S1(=O)=O	0	5	-10	1	-4	0.4	1	6	1	-6
FC(F)(F)c1ccc(Cl)c(CN2CCN(c3ncc(Cc4ccccc4)cn3)CC2)c1	7	-2	3	3	6	-0.3	5	-3	-14	-7
Cc1ccc(Cc2c(-c3ccc(Cl)cc3)nc3c4ccccc4ccn23)cc1	0	-1	-2	-2	0	-0.1	-12	10	6	-18
CN(C1CCCCC1)S(=O)(=O)c1cc2c(cc1Cl)NC(=O)CO2	-3	7	-5	0	-3	-0.6	-1	-1	8	0
COc1ccccc1N(CC(=O)NC1CCCCC1)C(=O)CNC(=O)c1cccs1	-4	5	-2	1	-1	-0.1	0	-2	-3	-6
CC1CCN(c2ccc(-c3cccc(NC(=O)C(F)(F)F)c3)nn2)CC1	-1	0	5	2	5	-1.0	-11	-2	1	-8
Cc1oc(-c2ccc(-c3ccccc3)cc2)nc1CN1CCN(CC(=O)N(C)C)CC1	1	14	1	-2	0	0.0	-2	1	4	-4
COC(=O)c1c(C)oc2cc(Br)c(OCC(=O)C(C)(C)C)cc12	1	12	2	-1	4	0.1	4	-2	12	1
CC1CC(C)CN(S(=O)(=O)N2CCCC(C(=O)NC3CCCCC3C)C2)C1 (configuration not stated)	1	-1	2	-1	4	0.1	6	0	-14	-2
CN(CCO)c1cccc2c1S(=O)(=O)N(Cc1cn(Cc3ccc(F)cc3)nn1)Cc1ccccc1O2	0	·	-3	0	-7	0.1	0	·	0	3
CCC(=O)c1cc(-c2nc3ccccc3n2C)n(C)c1	4	16	1	-6	6	-0.5	-9	14	0	-11
Cc1ccc(C(C)n2cc(C(=O)NCc3cccnc3)nn2)cc1 (configuration not stated)	3	-9	-9	2	0	-0.6	2	-4	2	-6
O=C(NCCNC(=O)c1ccccc1Br)c1cccnc1	-3	5	-3	-6	-5	-0.4	-2	-4	4	-3
O=C(c1ccc(-c2cccc(Cl)c2Cl)o1)N1CCOCC1	-3	-10	2	-1	0	0.2	3	-3	-6	1
CCCc1nc2nc(C)c(NS(=O)(=O)c3ccc([N+](=O)[O-])cc3)c(=O)n2[nH]1	1	-8	1	-1	4	0.1	2	-5	-3	-4
COc1ccccc1N1CCN(C(=O)CNS(=O)(=O)c2ccc(Br)s2)CC1	-2	-8	3	-1	7	-0.2	-1	-9	-4	-1
C=CCn1c(=O)c(C(=O)Nc2ccc(C)cn2)c(O)c2ccccc21	-3	-3	-3	-1	3	0.8	-2	3	13	-1
O=c1nc(Nc2ccc(OCc3ccccc3)cc2)sc2ncccc12	-7	-4	6	-4	6	0.6	1	-6	6	-6
O=C(NCc1ccc(Cl)c(Cl)c1)c1cc(C2CCCCN2C(=O)c2cccs2)on1 (configuration not stated)	-1	-2	-1	7	7	0.9	2	-7	-3	7
COc1cc(OC)nc(Nc2nc(C(N)c3ccccc3Cl)cs2)n1 (configuration not stated)	5	-1	5	1	1	-0.4	3	4	0	-5
COCc1cc(C)n(CC(=O)NC(C)c2ccccc2)c(=O)c1C#N (configuration not stated)	-2	-3	7	-62	1	-3.0	-25	-25	2	-256
CCSc1nnc(-c2cccs2)o1	1	-7	10	-5	-1	0.2	1	-12	6	-2
